LDHA inh: LDHA (human) enzyme inhibition. P00338. 0.15% of 480,000 active. AID 1347041. purified LDHA, NADH/diaphorase-resazurin fluorescence; hits give low values. activity change, % (values are at about 110 or 230 µM); in the data active = activity change below about -30%; inconclusive = mostly about -25% to -30%;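 note: plate controls were DMSO wells for no effect and wells without enzyme for full effect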
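Human LDH5 at 2 nM final in Tris HCl pH 7.4 with 0.06 mM NADH and 0.2 mM pyruvate, reacted 5 minutes at room temperature. Remaining NADH coupled via diaphorase/resazurin; resorufin fluorescence read at 0 and 20 minutes, normalized to enzyme-free and DMSO wells.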
IDH1 R132H inh: blocks human mutant IDH1 R132H enzyme. O75874. IDH1-R132H enzyme, NADPH consumption, diaphorase/resazurin fluorescence. Potency, µM (titrated, usually from 76.6 µM), for inactives: top-dose activity change, negative = inhibition, actives largely listed as inhibitors. 0.093% of 390,000 active. AID 602179; note: potency is the fitted concentration of half-maximal effect; % is set by controls: 0 for no effect and ±100 for the full control effect; nearly all actives have a fitted effect of over 65% in size
Target sequence (O75874 whole entry R132H, stated change not applied): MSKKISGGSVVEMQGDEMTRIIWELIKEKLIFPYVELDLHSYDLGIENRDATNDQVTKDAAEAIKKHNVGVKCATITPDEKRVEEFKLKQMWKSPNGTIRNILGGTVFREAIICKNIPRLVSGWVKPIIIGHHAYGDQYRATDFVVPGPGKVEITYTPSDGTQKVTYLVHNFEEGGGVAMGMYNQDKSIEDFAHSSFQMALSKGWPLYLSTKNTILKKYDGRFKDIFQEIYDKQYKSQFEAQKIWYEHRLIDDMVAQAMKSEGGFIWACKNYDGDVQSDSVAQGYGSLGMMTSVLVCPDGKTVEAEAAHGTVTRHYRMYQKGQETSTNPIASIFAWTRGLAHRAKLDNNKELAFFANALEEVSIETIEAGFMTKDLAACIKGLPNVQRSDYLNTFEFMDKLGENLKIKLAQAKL
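IDH1-R132H (0.5 ug/mL) preincubated 30 min with compound, then NADPH (0.016 mM) and alpha-KG (2 mM) added; 80 min at RT, pH 7.5. Remaining NADPH coupled via diaphorase/resazurin to fluorescence (540/590 nm); concentration-response curves normalized to no-enzyme control.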
Vif-A3F inh: Vif-A3F binding inhibition. HeLa A3F-eYFP + Vif (tagged APOBEC3F with the HIV-1 protein that degrades it), YFP fluorescence increase. Potency, µM (doses to about 46.1 µM), for inactives: top-dose activity, negative = active. 0.2% of 390,000 active. AID 602313; note: potency is the fitted concentration of half-maximal effect; % of control where 0% means no effect; nearly all actives have a fitted effect of over 65% in size
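HeLa cells stably expressing Vif plus C-terminally eYFP-tagged A3F were seeded, incubated overnight at 37 deg C, dosed with compound, incubated overnight again at 37 deg C. Yellow fluorescence (Ex 488/Em 500-530) reported blocked Vif-mediated A3F-eYFP degradation.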
GRP78 ERSR act: induces the endoplasmic reticulum stress response in human glioma cells; 0.02% of 420,000 active; Potency, µM, without a hit: at the highest dose activation, usual class: activators; U87-MG GRP78 promoter luciferase reporter, 16 h; AID 602332; note: potency is the fitted concentration of half-maximal effect; series mostly up to about 76 µM; % of control where 0% means no effect; nearly all actives have a fitted effect of over 35% in size
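Stably transfected U87-MG human glioma cells carrying a GRP78-based luminescent sensor were seeded at 1000 cells/well, pin-dosed with compounds and incubated 16 h. Luciferase reagent was then added, and end-point luminescence was read after 10 min at room temperature.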
RXFP1 agonist: RXFP1 (human) receptor agonism | Q9HBX9 | HEK293T-RXFP1 cAMP TR-FRET, 30 min; response scale: percent of porcine relaxin response, buffer zero | Potency, µM (highest dose often 57.5 µM), inactives show at the top dose activation, usual class: activators | 0.3% of 370,000 active | AID 2676; note: potency is the fitted concentration of half-maximal effect; % is set by controls: 0 for no effect and ±100 for the full control effect; nearly all actives have a fitted effect of over 60% in size; many of its hits are not listed in these tables
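cAMP rise read by TR-FRET after 30 min, 37C compound exposure (up to 58 uM) in RXFP1-transfected HEK293 cells with Ro 20174 present. EC50 from Hill-equation fits, with 29 nM porcine relaxin as 100% and buffer as basal.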
TrxR1 substrate: rat thioredoxin reductase 1 substrate activity; purified TrxR1 substrate turnover, NADPH consumption readout; AID 588456; 0.01% of 390,000 active; Potency, µM (top dose mostly 114 µM), for the others: top-dose activity change, negative = substrate turnover; note: potency is the fitted concentration of half-maximal effect; % is set by controls: 0 for no effect and ±100 for the full control effect; nearly all actives have a fitted effect of over 50% in size
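Rat TrxR1, dispensed at 90 nM, was prereduced with 400 uM NADPH (final) for 5 min at ~22 deg C, then incubated with compound 15 min before 400 uM selenite. A first-read NADPH fluorescence drop versus no-compound background flagged substrates.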
Vif-A3G inh: Vif-A3G binding inhibition. Potency, µM (titrated, usually from 46.1 µM), without a hit: at the top dose activity, negative = active, hits mostly inhibitors. AID 602310. HeLa A3G-eYFP + Vif (tagged APOBEC3G with the HIV-1 protein that degrades it), YFP fluorescence, overnight. 0.076% of 410,000 active;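 note: potency is the fitted concentration of half-maximal effect; % is set by controls: 0 for no effect and ±100 for the full control effect; nearly all actives have a fitted effect of over 60% in size; hits raise eYFP signal because A3G escapes Vif-driven loss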
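HeLa cells stably expressing Vif and C-terminally eYFP-tagged A3G, seeded overnight at 37 deg C, then exposed to compound by pintool overnight at 37 deg C. Rise in yellow fluorescence (Ex 488/Em 500-530, Acumen) marks blocked Vif-driven A3G degradation.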
PI4K2A inh: inhibitors of human PI4K2A. Q9BTU6. purified PI4K2A, ADP-Glo luminescence, 1 h; hits give low values. activity change, negative = inhibition, % at 76.9 µM. 0.13% of 420,000 active. AID 1346378; in the data active = activity change below about -50%; inconclusive = mostly about -30% to -49%;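 note: -100% = wells without enzyme as full effect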
Target sequence (Q9BTU6 whole entry, looked up): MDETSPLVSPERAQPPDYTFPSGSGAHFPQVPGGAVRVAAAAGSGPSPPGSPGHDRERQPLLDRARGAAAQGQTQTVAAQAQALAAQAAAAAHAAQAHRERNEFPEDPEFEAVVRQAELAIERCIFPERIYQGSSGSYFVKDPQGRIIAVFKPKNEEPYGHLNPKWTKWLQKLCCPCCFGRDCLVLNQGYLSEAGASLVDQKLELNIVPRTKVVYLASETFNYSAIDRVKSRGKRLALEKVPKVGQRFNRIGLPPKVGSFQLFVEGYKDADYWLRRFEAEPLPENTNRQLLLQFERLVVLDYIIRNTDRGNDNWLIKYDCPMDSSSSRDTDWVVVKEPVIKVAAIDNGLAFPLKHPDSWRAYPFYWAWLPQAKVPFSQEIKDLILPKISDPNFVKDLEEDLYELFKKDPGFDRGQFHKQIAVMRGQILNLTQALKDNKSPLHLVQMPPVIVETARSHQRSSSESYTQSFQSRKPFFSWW
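In this quantitative HTS, ADP production by PI4K2A was quantified luminescently after 1 h at ambient temperature; 100 microM adenosine served as plate-quality control.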
USP1-UAF1 inh: inhibitors of human USP1/UAF1 deubiquitinase. 0.23% of 390,000 active. AID 743255. Potency, µM (highest dose often 57.1 µM), inactives show at the top dose activity change, negative = inhibition, actives largely listed as inhibitors. recombinant USP1/UAF1, Ub-Rhodamine cleavage fluorescence. O94782; note: potency is the fitted concentration of half-maximal effect; % is set by controls: 0 for no effect and ±100 for the full control effect; nearly all actives have a fitted effect of over 60% in size; inactives centre near -12
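USP1/UAF1 complex (1 nM) preincubated 15 min at room temperature with compound, then Ub-Rho substrate (150 nM final) added. Kinetic fluorescence at 480/540 nm over 6 reads at 60 s intervals; 50 mM HEPES pH 7.8, 0.5 mM EDTA, 0.1 mg/ml BSA, 1 mM TCEP, 0.01% Tween-20.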
An asterisk follows results filed as active; ? = inconclusive; · = no result given; & = joins results of further samples; [ ] = another dose, or the depositor's remark. Unless noted, calls come from the whole dose curve; as a rule, active = well fitted curve in the direction sought with a large enough effect; inconclusive = small, poorly fitted or top-dose-only effect, or another doubt; inactive = no such curve, though single readings can be large; an effect the other way counts as inactive or inconclusive. Only part of the results is shown (hit frequency here may not be typical).

molecule	LDHA inh	IDH1 R132H inh	Vif-A3F inh	GRP78 ERSR act	RXFP1 agonist	TrxR1 substrate	Vif-A3G inh	PI4K2A inh	USP1-UAF1 inh
OCC[C@H]1C[C@H](O)[C@@H](O)[C@]2(CCCCO2)O1	-2	-2%	0%	-5%	·	2%	2%	7	-10%
CCOC(=O)CN1C=C(c2ccc3ccccc3n2)C(C[N+](=O)[O-])c2ccccc21 (configuration not stated)	15	7%	?	6%	2.2%	19%	13µM*	0	-19%
O=C(CSCc1ccccc1)N/N=C/c1ccc(OCC(=O)N2CCCCC2)cc1	-8	2%	-16%	-5%	3.1%	-15%	-5%	4	-2%
CCOC(=O)c1ccc(NC(=O)C2Cc3ccccc3CN2S(=O)(=O)c2ccc(Cl)cc2)cc1 (configuration not stated)	-5	·	·	·	2.1%	3%	·	-2	13%
CCCCNC(=O)Nc1ccccc1C(=O)NCCC	-3	0%	0%	-3%	-0.6%	6%	3%	2	3%
S=c1nc2[nH]c3ccccc3c2n[nH]1	-2	10%	-2%	1%	·	2%	-1%	2	-12%
C[C@H](CO)N1C[C@H](C)[C@@H](CN(C)C(=O)NC2CCCCC2)Oc2ccc(NC(=O)CCC(F)(F)F)cc2C1=O	0	-8%	0%	-2%	·	6%[57.1 µM]	0%	1	-6%
Cc1cccc(N2CCN(C(=O)N3CCOCC3)CC2)c1C	-8	0%	-14%	-2%	-0.8%	4%[57.1 µM]	?	-5	-22%
O=C(CC[C@H]1O[C@@H](n2cnc3c(NC(=O)c4ccccc4)ncnc32)[C@H](O)[C@@H]1O)NCC(F)(F)F	-6	·	·	-3%	·	·	-3%	-6	·
O=C(NC(=S)NCCc1ccccn1)c1ccccc1	-8	13%	1%	-4%	0.9%	0%[57.1 µM]	-2%	-6	6%
Cc1cc(C)n(CCN(C)Cc2cn[nH]c2-c2ccc(F)cc2F)n1	0	9%	-1%	1%	-0.5%	9%	-5%	0	-21%
CCOc1ccc(C(=O)CCC(=O)NC(C)C(=O)OC)cc1 (configuration not stated)	-1	-5%	18%	-5%	2.5%	-5%	0%	-8	-11%
CC(=O)N1CCC(=NNc2ccc(S(N)(=O)=O)cc2[N+](=O)[O-])CC1	-12	-10%	-6%	-6%	5.9%	-6%	1%	0	-15%
CC(=O)Nc1ccc(NC(=O)Nc2sc3nc4n(c(=O)c3c2C)CCC(C)CC4)cc1 (configuration not stated)	-11	-14%	-6%	-4%	11%	2%	-4%	2	-21%
C[C@@H]1Cc2c(O)c(O)cc(O)c2C(=O)O1	24	6%	-21%	9%	-1.5%	7%	4%	-8	-21%
CCc1cccc2c(C(=O)COC(=O)c3cnc(C)cn3)c[nH]c12	-7	2%	6%	-1%	-0.4%	-12%	-6%	-3	1%
O=C(CCS(=O)(=O)c1ccccc1)N(Cc1cccnc1)c1nc2ccc(Cl)cc2s1	4	0%	2%	-4%	0.7%	5%[57.1 µM]	5%	3	-8%
Cc1cc(SCC(=O)N/N=C/c2ccc(O)cc2O)nc2ccccc12	-3	-8%	-1%	-7%	-0.2%	-4%	-1%	-4	-15%
Cc1ccccc1OC(C)C(=O)N1CCN(c2ccccn2)CC1 (configuration not stated)	-19	0%	1%	-3%	-4.4%	-5%	4%	6	-4%
CC(=O)Nc1ccc(NS(=O)(=O)c2cc(Br)cc3c2N(C(=O)C2CC2)CC3)cc1	-3	-9%	-16%	-1%	-1.0%	-12%	?	-1	-21%
O=C(CSCc1nc2ccccc2[nH]1)Nc1ccccc1	-6	1%	-8%	-3%	-1.5%	-6%	1%	1	-14%
O=C(Nc1ccc(Cl)cc1Cl)C1=Cc2ccccc2OC1	-2	3%	3%	-7%	-0.4%	14%[57.1 µM]	1%	-5	-5%
COc1ccc(S(=O)(=O)N(CC(=O)N2CCN(C)CC2)C2CCCCC2)cc1OC	-5	0%	-2%	-2%	0.3%	-1%	-1%	-17	-16%
CCc1ccccc1NC(=O)CN(c1cccc(OC)c1)S(C)(=O)=O	-1	3%	-22%	-6%	0.1%	9%	-3%	-12	-17%
CC(C)OC(=O)/C(C#N)=C/c1ccc(-c2ccc(SC(F)F)cc2)o1	-11	9%	8%	-5%	1.8%	-7%[11.4 µM]	-3%	-3	-22%
Cc1cccc(NC(=O)c2ccccc2C(=O)Nc2cccc(C)c2)c1	3	0%	17%	-1%	·	12%[57.1 µM]	0%	1	-9%
COc1ccc2nc(NC(=O)Nc3ccccc3OC)sc2c1	-6	-11%	-27%	2%	-3.6%	0%	?	-1	-19%
COc1ccc(NC(=O)C2(C)CCN2Cc2ccc(OC)c3ccccc23)cc1OC (configuration not stated)	-2	·	·	-5%	·	·	-4%	5	·
CC(=C/C(=O)O)/C(=C\c1ccc(Br)o1)C(=O)O	-4	11%	-17%	-2%	0.9%	-3%	6%	-2	-16%
CC(C)CCNC(=O)c1ccc2c(c1)NC(=O)C(CS(=O)(=O)Cc1ccc(F)cc1)N2 (configuration not stated)	-5	-8%	-11%	-2%	-0.4%	5%	1%	-2	?
Cc1ccc2cccc(NC(=S)NC(=O)c3ccccc3)c2n1	10	-6%	-4%	6%	2.6%	7%	-17%	6	-9%
CCn1c(SCC(=O)NC)nnc1C(C)C	0	9%	11%	-5%	-0.3%	-5%[57.1 µM]	3%	4	-7%
COc1ccc(S(=O)(=O)N2CCC(C(=O)NCCC(=O)NCc3ccccn3)CC2)cc1	-10	0%	-14%	-3%	·	·	0%	-8	-28%
Cn1cccc1C(=O)OCc1ccc(F)cc1	-8	27%	8%	1%	3.7%	-3%	0%	0	-11%
CCOc1ccc(NC(=O)CSc2nc(C)c3c(c2C#N)CCCC3)cc1	-9	1%	-26%	2%	2.9%	-7%	1%	2	-4%
COc1cccc(NC(=O)c2ccc(NC(=O)C(C)(C)C)cc2)c1	-3	4%	0%	3%	-0.6%	-7%	1%	-6	6%
CCS(=O)(=O)N1CCc2cc(C(=O)Nc3cc(C(F)(F)F)ccc3Cl)ccc21	-1	4%	2%	-1%	-0.5%	-5%	-1%	4	-13%
COc1ccc(C(=O)NC23CC4CC(CC(C4)C2)C3)cc1OC	-2	-5%	0%	-2%	-1.0%	-12%	-2%	2	-9%
CCN(CC)Cc1cc(Oc2ccc(O)c(CN(CC)CC)c2)ccc1O	29	·	·	-1%	·	·	3%	-3	·
CC(C)CNc1nc(NC(C)(C)C)nc(Oc2ccc(=O)n(-c3ccccc3)n2)n1	-14	-15%	8%	-2%	0.2%	-3%	-4%	-2	15%
COC(=O)CCC(=O)c1oc2ccccc2c1N	1	0%	-3%	5%	2.2%	3%	-1%	-6	-6%
O=c1cc[nH]c2ccc(OC(F)(F)F)cc12	-1	7%	-8%	3%	0.3%	-10%[57.1 µM]	1%	0	-7%
O=C(COC(=O)c1ccc(F)cc1)Nc1ccc(Cl)cn1	-7	5%	-23%	-8%	7.3%	3%	0%	2	-5%
COc1ccc(/C=C(/NC(=O)c2ccco2)C(=O)N2CCc3ccccc32)cc1OC	-14	-1%	3%	-4%	0.9%	-21%	-9%	5	-10%
Cc1ccc(NC(=O)c2cc3c(Cl)nc4ccc(C)cc4c3s2)c(Cl)c1	-10	-22%	5%	-2%	23%	-5%	2%	-6	0%
O=C(NCCN1CCN(c2cccc(Cl)c2)CC1)Nc1ccccc1	-3&-8	3%&3%	-6%&3%	-3%&-4%	0.8%&-0.1%	-1%&-4%	-4%&3%	4&0	-6%&-3%
CCc1sc(C(=O)NCc2ccccc2)cc1C	-4	4%	11%	2%	2.5%	1%	0%	-22	-17%
O=C(Cc1ccccc1[N+](=O)[O-])c1ccc2c(c1)OCO2	0	4%	12%	4%	·	12%[57.1 µM]	-1%	1	-17%
OCCNCCOc1ccc(Cl)c(Cl)c1	0	4%	1%	-6%	0.3%	-9%	1%	1	-5%
CC(=O)c1c(C)[nH]c(C(=O)NCCC2=CCCCC2)c1C	-3	5%	-10%	-7%	0.1%	-4%	0%	2	-2%
COCCNC(=S)NN=C1CCC(c2ccccc2)CC1 (configuration not stated)	-1	0%	?	0%	0.5%	4%	2%	2	-14%
C#CC1(O)CCC2C3CCC4=C(CCC(=O)C4)C3CCC21C (configuration not stated)	-2	3%	2%	-3%	·	12%[57.1 µM]	0%	-6	-24%

Screens from PubChem BioAssay.
